ERK EGF block – EGF-driven ERK pathway inhibition; hit rate 0.41% among 130,000; AID 1454; Potency, µM (highest dose often 11.5 µM), inactives show at the highest dose activity change, negative = inhibition, hits mostly inhibitors; HEK293-V1b, EGF-stimulated phospho-ERK AlphaScreen; active = well fitted inhibition curve with a large enough effect; inconclusive = small, poorly fitted or top-dose-only effect, or effect the other way;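 also: plate controls were stimulated vehicle wells for no effect and unstimulated vehicle basal for full effect; nearly all actives have a fitted effect of over 55% in size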
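HEK293 cells stably expressing V1b receptor, serum-reduced (1% FBS) overnight, pretreated 30 min with compound, then stimulated 5 min with 25 nM EGF; phospho-ERK detected by AlphaScreen SureFire. AC50 from Hill fits, normalized to DMSO and EGF.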
Active calls of the source: *; u = inconclusive; [ ] = remark or other dose. Potency is read from the fitted curve at half-maximal effect.

Molecule	ERK EGF block
CC(=O)Nc1ccc(S(=O)(=O)NC2(C(F)(F)F)C(=O)NC(C)=C2C#N)cc1 (configuration not stated)	6.8%
Cc1nc2cnc(N3CCNCC3)nc2n(-c2ccccc2)c1=O	4.2%
O=S(=O)(Nc1ccc(-c2nnc(SCc3ccc(Cl)cc3)o2)cc1)c1ccccc1	2.4%
CC(C)CC(=O)NC(=S)Nc1ccc(S(=O)(=O)N2CCCC2)cc1	-10.1%
COc1ccc(C2CC(c3ccccc3)=NN2c2ccc(N)cc2)cc1 (configuration not stated)	-11.2%
COc1cccc(C(=O)NCC(=O)N/N=C/c2ccc(OC(=O)c3cccs3)c(OC)c2)c1	4.7%
Cc1ccc(-c2n[nH]c3c2C(c2ccccc2)N(c2ccc(C(=O)O)cc2)C3=O)cc1 (configuration not stated)	0.9%[57.5 µM]
NC(=O)NC(=O)COC(=O)[C@H](Cc1ccccc1)NC(=O)c1cccs1	3.0%
CN(Cc1ccccc1)C(=O)c1ccccc1-c1ccccc1	-4.2%
Cc1cc2cc(CNC(=O)C(C)Oc3ccccc3)ccc2n1C (configuration not stated)	-5.4%[57.5 µM]
CCNC(=O)NC(=O)C(C)Sc1ncc(C(F)(F)F)cc1Cl (configuration not stated)	4.0%
CC(C)CN(CC(C)C)S(=O)(=O)N1CCC(C(=O)N2CCc3ccccc3C2)CC1	3.1%
COc1ccc(Nc2nc3[nH]c(=O)cc(O)c3s2)cc1	-0.5%
CN1C(=O)/C(=C\C(=O)c2cccs2)c2ccccc21	u
Nc1ccc(C(=O)Nc2nccs2)cc1	-3.4%
Cc1onc(-c2ccccc2)c1C(=O)NCC(O)c1ccccc1 (configuration not stated)	-10.2%[57.5 µM]
COCCNC(=O)CCCn1c(=O)c2cc(OC)c(OC)cc2n(CC(=O)Nc2ccc(C)c(F)c2)c1=O	-3.9%
COc1cccc(N2CCN(Cc3nnnn3C3CCCCC3)CC2)c1	-0.3%
CS(=O)c1ccccc1-c1nc(-c2cccc(Cl)c2)no1 (configuration not stated)	-5.8%
CCOC(=O)C(=CNNc1ccccc1)C(=O)OCC	-5.1%[57.5 µM]
COc1cc(/C=N/NC(=O)c2cc(C)n(-c3ccc(F)cc3)c2C)cc(OC)c1O	-4.9%
Cc1ccc(N=c2c([N+](=O)[O-])nn(-c3ccc4c(c3)OCCO4)n2O)c(Cl)c1	5.1%
CN1C(=O)c2ccccc2C(C(=O)O)C1c1cccc(Cl)c1 (configuration not stated)	-6.4%
COc1ccc(NC(=S)N(CCN(C)C)C(C)c2ccco2)cc1 (configuration not stated)	-0.4%
N#CCCn1c(=O)c(CCc2ccccc2)nc2cnc(N3CCOCC3)nc21	-20.0%

(list continues)
Molecule	ERK EGF block
O=C1c2ccccc2C(=O)N1CN(C(=O)c1ccccc1[N+](=O)[O-])c1ccc(F)cc1	-2.2%
CS(=O)(=O)N(CC(=O)N/N=C/c1ccccc1C(=O)O)c1cccc(Cl)c1Cl	u
Cc1coc(C)c1C(=O)CC1(O)C(=O)N(C)c2ccc(Cl)cc21 (configuration not stated)	-5.7%
Cc1cc(C)c(NC(N)=S)c(C)c1	3.0%[57.5 µM]
COCC(C)NC(=O)c1cc2cc(OC)ccc2[nH]1 (configuration not stated)	-11.9%[57.5 µM]
CCOCCOC(=O)C1=C(C)N(C)C(=O)NC1c1cc(Cl)c(O)c(OCC)c1 (configuration not stated)	3.8%
Cc1ccc2occ(/C=N/NC(N)=S)c(=O)c2c1	13.5%
COc1cc(NC(=S)NCCN2CCOCC2)cc(OC)c1	-0.9%
COc1ccc(S(=O)(=O)NCCCCCC(=O)O)cc1C(=O)O	29.2%
CCOC(=O)Cn1nc(C)c(NC(=O)COc2ccc([N+](=O)[O-])cc2)c1C	-4.9%
COC(=O)CCN(C(=O)c1ccc(C)c([N+](=O)[O-])c1)c1ccccn1	u
COC(=O)[C@H]1O[C@@H](c2cc(OC)c(C)c(OC)c2O)[C@H](C)[C@@H](O)[C@H]1C	-11.8%
C=C(C)C(=O)c1ccc(F)cc1	-4.8%
Cc1ccc2c(CC(=O)NCCc3ccc(S(N)(=O)=O)cc3)coc2c1	-1.4%[57.5 µM]
Cc1cc(C)cc(NC(=S)NCC2CCN(C(C)c3ccccc3)C2)c1 (configuration not stated)	-9.4%[57.5 µM]
CCn1c(CC(=O)Nc2ccc(Cl)c(Cl)c2)nnc1SCc1ccc(Cl)cc1	-1.1%
N#Cc1c(C#N)c(O)c2ccccc2c1O	-2.4%[57.5 µM]
Cc1ccc2c(c1)C1CN(C)CCC1N2C(=S)Nc1ccc(Cl)cc1Cl (configuration not stated)	-2.7%
COCc1cc(C)nc(N2CCCCC2)c1C#N	-1.4%
Cc1nc(C(F)(F)F)c(C(=O)N=CN(C)C)s1	-11.6%
CN(C)CCOC(c1ccccc1)c1ccccc1 (tested in a mixture with another compound)	14.4%[57.5 µM]
O=C1c2ccccc2C(Cc2ccncc2)(Cc2ccncc2)c2ccccc21	-5.4%
CCC(=O)Nc1ccc(/C=C(\C(C)=O)C(=O)c2ccccc2)cc1	-4.1%[57.5 µM]
O=C(COC(=O)/C=C/c1ccc(Cl)cc1)NCCc1ccccc1	13.8%
CCOC(=O)C1=C[C@@]2(CC)CCCN3CCc4c(n1c1ccccc41)C32 (some centres not stated)	7.3%

(more compounds)
Molecule	ERK EGF block
O=C(Nc1ccc2oc(-c3cccnc3)nc2c1)c1ccc2c(c1)OCCO2	1.0%
O=S(=O)(NCC1CCCO1)c1ccc(-c2ccc(Cl)cc2)cc1 (configuration not stated)	3.5%
CCc1ccc(NC(=O)/C(C#N)=C\c2ccc(OC)c(C(=O)O)c2)cc1	3.0%
CCOC(=O)C1=C(C)Nc2ccccc2N=C1N	-5.3%
Cc1no[n+]([O-])c1COc1cccc(/C=C2\N=C(c3ccccc3)OC2=O)c1	-0.3%
COc1c(Cl)ccc(Cl)c1C(=O)NCc1ccco1	2.0%
COc1ccc(NC(=O)COc2ccc(-c3nn(C)c(=O)c4ccccc34)cc2)cc1	3.0%
COc1cnn(-c2ccc(Br)cc2)c(=O)c1SCc1ccccc1	-0.3%
CC(C)C(=O)Nc1nnc(SCC(=O)Nc2ccc3c(c2)OCO3)s1	u
N#CCCN(Cc1ccccc1)C(=O)Nc1ccc(F)cc1	10.2%[57.5 µM]
O=C(Nc1cccc(Cl)c1)Nc1nnc(CSCCOc2ccc(Cl)cc2)s1	0.8%
O=c1n(CCCN2CCN(c3cccc(Cl)c3)CC2)nc2ccccn12	-10.3%[57.5 µM]
COc1cccc2cc(C(=O)N3CCCCC3C)c(=O)oc12 (configuration not stated)	9.8%
Cc1cc(C)c2c(NC(N)=S)n[nH]c2n1	2.0%
Cc1nc(C(=O)NCCC(C)C)sc1C1(C)CC(c2ccccc2)=NO1 (configuration not stated)	0.8%[57.5 µM]
COc1ccc(-n2ncc3c(N4CCCCC4)ncnc32)cc1	1.6%
CN(C)/C(=N\OC(=O)c1ccccc1)c1nonc1N	1.0%
CN(C)n1cnc2ccsc2c1=O	-13.8%
COC(=O)C(Cc1ccccc1)NC(=S)NC(=O)c1ccccc1 (configuration not stated)	22.9%
O=c1c2sccc2n(Cc2cccc(F)c2)c(=O)n1-c1ccc(F)cc1	-3.2%
CCCN(CCC)CCCNC(=O)CNC(=O)c1nn(-c2ccc(OC)cc2)c(=O)c2ccccc12	6.0%
O=C(NNc1cccc(Cl)n1)C(F)(F)F	3.6%
O=C(CCS(=O)(=O)c1ccc(Cl)cc1)NCCc1c[nH]c2ccccc12	5.0%
COc1ccc(-c2c3c(cc(C)[n+]2[O-])oc2ccc(OC)cc23)cc1	4.5%
Cc1c(Cl)c(-c2n[nH]c(=S)n2-c2ccccc2)nn1C	5.9%

Looked up one by one from above (7):
Molecule	ERK EGF block
O=C(Nc1cccc(Cl)c1)Nc1nnc(CSCCOc2ccc(Cl)cc2)s1	0.8%
Cc1cc(C)c2c(NC(N)=S)n[nH]c2n1	2.0%
CC(C)C(=O)Nc1nnc(SCC(=O)Nc2ccc3c(c2)OCO3)s1	u
O=C(Nc1ccc2oc(-c3cccnc3)nc2c1)c1ccc2c(c1)OCCO2	1.0%
O=c1n(CCCN2CCN(c3cccc(Cl)c3)CC2)nc2ccccn12	-10.3%[57.5 µM]
O=C(NNc1cccc(Cl)n1)C(F)(F)F	3.6%
CCOC(=O)C1=C(C)Nc2ccccc2N=C1N	-5.3%

Carrying on:
Molecule	ERK EGF block
CC(=O)NC(Cc1ccc(F)c(F)c1)C(=O)NC1CCN(c2nnnn2-c2ccccc2)CC1 (configuration not stated)	-0.3%
CC(=O)OCC(=O)NCC(=O)c1c[nH]c2ccccc12	-12.3%
CC(C)CNC(=O)CSc1nc2nn(-c3ccccc3)c(=O)c-2c2n1CCCCC2	-4.7%
O=C(Nc1ccc(O)c(-c2nc3ccccc3o2)c1)C1(c2ccc(Br)cc2)CCCC1	u
Cc1c(N(C(=O)Cc2cccs2)C2(C(=O)NC3CCCC3)CCCCC2)c(=O)n(-c2ccccc2)n1C	8.1%
Oc1ccc(C2C(c3ccccc3)=NN=C(c3ccc(Cl)cc3)N2O)c(O)c1 (configuration not stated)	0.1%
CCc1ccc(NS(=O)(=O)c2ccc3[nH]c(=O)[nH]c3c2)cc1	-1.7%
CN1C[C@@H]2C(c3ccc(Cl)nc3)C3(c4cccnc4)CC2(C3)[C@H]1c1ccccc1 (some centres not stated)	10.1%
CC(C)CCNCC(O)CON=C1c2ccccc2-c2ccccc21 (configuration not stated)	1.4%
Cc1ccsc1/C=N/NC(=O)CNC(=O)c1cccc([N+](=O)[O-])c1C	0.7%
Cc1cc(N2CCOCC2)nc2cc(O)ccc12	2.8%
CCOc1ccccc1NC(=O)Cn1c(=O)n(-c2ccccc2)c(=O)c2oc3ccccc3c21	-5.8%
Cc1nc(Nc2ccccc2C(F)(F)F)sc1C(=O)N(C)C	-19.7%
Cc1cccc(C)c1OC(=O)C(c1ccccc1)c1ccccc1	4.7%
O=C(Cc1ccccc1)N/N=C/c1ccc(-c2ccc([N+](=O)[O-])cc2)o1	-3.4%
COC(=O)CC1c2ccccc2S(=O)(=O)N1Cc1ccccc1 (configuration not stated)	3.1%[57.5 µM]
CS(=O)(=O)N(CC(=O)N/N=C/c1ccco1)c1ccccc1Br	3.3%
COc1cc(NC2CCCCC2O)c2nc(-c3ccc(Cl)cc3)ccc2c1 (configuration not stated)	2.5%[57.5 µM]
O=C(C(=O)N1CCN(c2ccccc2)CC1)c1c[nH]c2ccccc12	-4.8%
CC1(C(=O)NCc2ccc(Cl)c(Cl)c2)Oc2cccnc2NC1=O (configuration not stated)	-0.4%
Fc1cccc(CN2CCN(c3nc4nonc4nc3NC3CC3)CC2)c1	-5.9%
COc1ccc(OCC(=O)NNC(=O)c2cc3ccccc3o2)cc1	-2.8%
O=C(Nc1c2c(nn1-c1ccc(F)cc1)CS(=O)(=O)C2)c1ccc(S(=O)(=O)N2CCOCC2)cc1	-5.3%
O=C(O)c1cccc(S(=O)(=O)Nc2ccc3[nH]c(=O)[nH]c3c2)c1	-5.6%[57.5 µM]
Cc1cccc(-n2ncc3c(N(C)C4CCCCC4)ncnc32)c1	2.9%[57.5 µM]

(further entries)
Molecule	ERK EGF block
COc1ccc(NC(=O)C(=O)NCCCn2ccnc2)cc1	4.5%
Cc1nc2ccccc2c(=O)n1/N=C/c1ccc([N+](=O)[O-])o1	8.6%[57.5 µM]
C/C=C/C=C/C(=O)N1CC2(CC(c3cccc(NC(=O)/C=C/C)c3)=NO2)C[C@@H]1C(N)=O (some centres not stated)	2.8%[57.5 µM]
O=C(Cc1ccccc1F)NCC(c1ccco1)N1CCCCC1 (configuration not stated)	2.5%
Cc1ccc(S(C)(=O)=N/C=C2\C(=O)c3sccc3N(C)S2(=O)=O)cc1 (configuration not stated)	-1.4%[57.5 µM]
O=C(NC(=S)Nc1ccccn1)c1ccccc1	32.2%[57.5 µM]
Cn1cccc1/C=C1\SC(=S)N(NC(=O)c2cccc(Cl)c2)C1=O	u
COc1ccc(C2NC(=O)N(C)C3=C2C(=O)CC(C)(C)C3)cc1OC (configuration not stated)	-7.5%
COc1ccc(NC(=O)/C=C/c2ccc(F)cc2)cn1	5.5%
CCCCN1C(N)=NC[C@H]1Cc1ccc(O)cc1	-3.3%[57.5 µM]
Cc1[nH]c2ccccc2c1/C=N/NC(=O)CNC(=O)c1ccccc1	-21.7%[57.5 µM]
O=C(CSc1nnc(NC(=O)Cc2ccccc2)s1)NCc1ccco1	-12.3%
Cc1cc(NS(=O)(=O)c2ccc3c(c2)OCCO3)no1	-6.4%[57.5 µM]
CCn1c(NC)cc(=O)n(C)c1=O	-0.1%
O=c1ccc(-c2n[nH]c(=S)n2-c2ccc(F)c(Cl)c2)n[nH]1	3.3%
Cc1cccc(C(=O)c2ccccc2C(=O)O)c1	-1.4%[57.5 µM]
CC(C)[C@H](CO)Nc1nc(NCc2ccc(S(N)(=O)=O)cc2)c2ncn(C(C)C)c2n1	-0.9%[57.5 µM]
CCCCSc1nnc(CCC)n1N	-3.5%
CCOc1cc(C(N)=O)cc(Br)c1OCc1ccccc1	-12.7%
CN(C)CC(c1ccccc1)c1ccccc1	-5.5%[57.5 µM]

Only part of the results is shown; count on the stated rates, not on these rows.
